Screening results (PubChem)
SRC2 inh – inhibits human steroid receptor coactivator 2. actives 0.17% (n = 370,000). inhibition, % at 9 µM. HEK293 GAL4-SRC2 luciferase reporter, luminescence. Q15596;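 active = inhibition above the mean inhibition of all tested compounds plus 3 SD, set per campaign, cut at about 52% in these data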;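 also: 0% = DMSO treated cells and 100% = cells given Gossypol at 36 µM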
NR5A2 inv ag – NR5A2 inverse agonism in reporter assay; actives 0.13% (n = 360,000); HEK293T StAR-luciferase reporter, LRH-1 transfected, 24 h; O00482; AID 602396; inhibition, % at 3.6 µM;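 active = inhibition above the mean inhibition of all tested compounds plus 3 SD, cut at about 73% in these data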;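 also: 0% = DMSO wells and 100% = reporter-only cells lacking LRH-1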
ABHD5 PLIN5 PPI – blocks binding of human ABHD5 to perilipin-5; inhibition, % at 4 µM; Split G. princeps luciferase complementation, luminescence, 4 h; Q00G26+Q8WTS1; actives 0.78% (n = 360,000);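 active = inhibition above the mean inhibition across every tested compound plus 3 SD, cut at about 22% in these data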;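 also: 0% = DMSO only wells and the 100% control is not disclosed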
TLR9-MyD88 inh – blocks human TLR9 binding to MyD88; Q9NR96+Q99836; CHO BLA complementation TLR9-MyD88, CCF4 FRET ratio; inhibition, % at 4.98 µM; actives 0.21% (n = 340,000); AID 504734;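 active = inhibition above the mean over all tested compounds plus 3 SD, cut at about 21% in these data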;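 also: 0% = DMSO only wells and 100% = clavulanate BLA inhibitor control wells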
NOD2 RIPK2 PPI – inhibitors of human NOD2-RIPK2 interaction; actives 0.38% (n = 360,000); CHO BLA complementation NOD2-RIPK2, CCF4 ratio; inhibition, % at 4.98 µM; O43353; in the data active = inhibition above about 21%;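 also: 0% = vehicle only and 100% = reference blocker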
NCOA1 inh – inhibits human SRC1 coactivator; Q15788; HEK293 GAL4-SRC1 luciferase reporter, luminescence; inhibition, % at 3.6 µM; actives 0.12% (n = 360,000);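 active = inhibition above the campaign mean plus 3 SD, with each screening campaign given its own cutoff, cut at about 60% in these data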;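 also: 0% = DMSO treated cells and 100% = gossypol at 36 µM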
MC4R antag cAMP – antagonists of human melanocortin 4 receptor (MC4R). AID 540295. P32245. inhibition, % at 6.5 µM. actives 0.48% (n = 360,000). MC4R-expressing cells, MTII-stimulated cAMP, LANCE TR-FRET;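 active = inhibition above its plate's cutoff, the mean of tested wells on that plate plus 3 SD, cut at about 29% in these data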;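 also: 0% = Melanotan II alone and 100% = Melanotan II plus saturating MCL0020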
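system = U2OS cells with stable human MC4R expression | also added = Melanotan II challenge after compound preincubation | dosing = one concentration, 6.5 µM nominal | incubation = compound 30 min, challenge 1 h, detection 1 h | measured by = TR-FRET with Eu-cAMP and labeled anti-cAMP, 671 nm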
LMP1 NFkB inh – reduces LMP1-driven NF-kappaB luciferase signal; AID 504558; inhibition, % at 12.5 µM; actives 0.69% (n = 350,000); LMP1-induced NF-kappaB luciferase reporter cells, luminescence; in the data active = inhibition above about 41%;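 also: 0% = neutral control wells and 100% = reference inhibitor control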
NCOA3 inh – inhibitors of human steroid receptor coactivator 3 (SRC3). Q9Y6Q9. HEK293 GAL4-SRC3 luciferase reporter, luminescence. inhibition, % at 3.6 µM. actives 0.17% (n = 360,000);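 active = inhibition above a per-campaign cutoff, the mean of all compounds plus 3 SD, cut at about 60% in these data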;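 also: 0% = DMSO-treated cells and 100% = gossypol-treated cells at 36 µM; higher means less SRC3-driven luciferase light from the GAL4 reporter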
NR2F2 inh – inhibitors of human COUP-TFII (NR2F2); inhibition, % at 8.6 µM; actives 0.7% (n = 370,000); HEK293T NGFI-A luciferase reporter, luminescence; AID 686940; P24468;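 active = inhibition above a per-plate cutoff, mean inhibition of test wells between control levels plus 3 SD, cut at about 38% in these data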;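 also: cells cotransfected with COUP-TFII expression vector driving the NGFI-A reporter; 0% = median of COUP-TF2 test wells and 100% = reporter-only cells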
MC4R ag barr – activates human MC4R beta-arrestin recruitment; P32245; U2OS MC4R beta-arrestin complementation, luminescence; percent of melanotan II response, DMSO zero; activation, % at 8.9 µM; actives 0.98% (n = 360,000);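 active = activation above a per-plate cutoff, the mean activation of sample wells on that plate plus 3 SD, cut at about 8% in these data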
* hit, by the source's call; . = not tested or not shown. These rows are one share of the data. The share of hits here may be higher or lower than overall.

SMILES	LMP1 NFkB inh	NOD2 RIPK2 PPI	MC4R antag cAMP	SRC2 inh	NCOA1 inh	MC4R ag barr	NR5A2 inv ag	NCOA3 inh	NR2F2 inh	ABHD5 PLIN5 PPI	TLR9-MyD88 inh
COC(=O)c1c2c(nc3ccccc13)CCC2	11	5	12	12	-5	-0.2	-23	5	5	-3	-2
OCCSc1nc(N2CCOCC2)nc(N2CCOCC2)n1	-9	-5	14	-18	-35	2.5	-6	-2	-12	-8	1
Cn1ncc(Br)c1C(=O)N1CCCC1	-2	-5	5	-2	0	-1.3	4	17	2	4	6
O=C(NN1CCOCC1)c1ccco1	0	-9	2	40	-2	-0.3	3	-9	7	4	4
Clc1ccc(-c2nnc(SCc3nc4ccccc4s3)o2)cc1	-3	2	3	-19	-53	1.1	-42	-21	-15	-1	3
COc1cc(OC)c(OC)cc1/C=C1/Cc2ccccc2C1=O	5	-15	-5	4	-33	4.0	-5	11	-11	-8	3
CCOc1ccc(NC(=O)CCC(=O)c2ccc(Br)cc2)cc1	9	1	-1	-23	5	2.6	-2	4	9	7	-6
O=C1N=C(N2CCOCC2)CS1	5	8	-5	7	-5	-0.9	-3	12	9	-5	-2
CNc1nc(Cl)c(SC)c(NCc2ccc(F)cc2)n1	-6	-2	-2	-24	-27	2.3	-3	13	2	3	11
Cc1cc(NS(=O)(=O)c2ccc(NC(=O)N[C@H](C(=O)O)C(C)C)cc2)no1	-6	-13	-4	-40	-6	0.4	14	1	-11	2	4

(continued)
SMILES	LMP1 NFkB inh	NOD2 RIPK2 PPI	MC4R antag cAMP	SRC2 inh	NCOA1 inh	MC4R ag barr	NR5A2 inv ag	NCOA3 inh	NR2F2 inh	ABHD5 PLIN5 PPI	TLR9-MyD88 inh
CCCCCC(=O)Nc1cccc(C2=NOC3(C2)C[C@@H](C(N)=O)N(C(=O)Cc2ccc([N+](=O)[O-])cc2)C3)c1 (stereo not given in full)	2	13	11	-16	-11	-0.8	5	-4	-3	0	-4
CC(=O)c1cccc(N(CC(=O)Nc2ccccc2C(=O)N2CCCC2)S(C)(=O)=O)c1	-3	-2	3	-4	19	-2.5	-14	11	0	2	-7
Cc1ccc(S(=O)(=O)/N=C(/c2ccccc2)N2CCOCC2)cc1	-10	0	14	-23	-20	3.8	-5	15	9	3	-12
CC1(C(=O)NS(=O)(=O)c2ccccc2Cl)CCN1C(=O)C1(c2ccc(Cl)cc2)CC1 (stereo not given)	.	9	4	5	9	0.8	9	-10	2	1	.
Cc1c(CCO)c(=O)[nH]n1C(=O)c1ccc(F)cc1	8	7	-3	-68	-33	-1.7	-9	-22	-18	-1	5
Cc1cccc2cc(CN(CCCO)C(=O)Nc3cccc(Cl)c3)c(=O)[nH]c12	-11	-7	4	-9	14	3.0	9	8	12	18	5
O=C(CC1C[C@H](C(=O)N2CCOCC2)[C@@]2(CCC3CCCC3)c3[nH]c4ccccc4c3CCN2C1=O)NCCc1ccccn1 (stereo not given in full)	11	5	13	-13	-4	-1.9	-2	7	-3	1	-7
CC(=C/c1ccc(C(C)C)cc1)/C=N/NC(=O)Cn1nc(C)cc1C	-2	-11	13	-15	12	0.7	-22	4	0	-8	3
O=C(Nc1nnc(Cc2ccccc2F)s1)c1ccccc1Cl	-8	8	1	4	1	0.2	2	-20	-12	6	-8
CCCn1c(SC(C)C(=O)NC2CCCC2)n[nH]c1=O (stereo not given)	-3	-10	18	7	13	-1.8	-13	-1	12	-13	0

Carrying on:
SMILES	LMP1 NFkB inh	NOD2 RIPK2 PPI	MC4R antag cAMP	SRC2 inh	NCOA1 inh	MC4R ag barr	NR5A2 inv ag	NCOA3 inh	NR2F2 inh	ABHD5 PLIN5 PPI	TLR9-MyD88 inh
Cc1ccsc1C(=O)N1CCN(c2ncc(C(F)(F)F)cc2Cl)CC1	23	0	11	-4	10	-1.0	-4	-2	15	-6	-10
Cc1ccc(NC(=O)Nc2nc(-c3ccc(C)s3)cs2)cc1	15	11	7	6	-12	3.5	-4	6	15	-12	0
c1ccc(COc2ccc(OCCCN3CCCC3)cc2)cc1	1	-14	2	-31	-74	-0.4	-84	-56	-16	1	-7
O=C(C1=C(O)C(=O)N(CCN2CCOCC2)C1c1ccccn1)c1cccs1 (stereo not given)	5	-10	12	-21	-10	-0.2	-25	-6	-23	1	1
Fc1ccc(OCc2nn[nH]n2)c(F)c1	2	4	25	-23	-5	1.3	-17	-5	2	0	-3
COc1cc(-c2cccs2)cc(=O)c2c(C)oc(C)c12	5	-6	1	6	-8	0.3	-8	22	9	12	11
Cc1ccc(S(=O)(=O)CCC(=O)O)cc1C	2	-8	-11	22	-2	0.1	-18	9	14	18	2
COc1ccc(-c2noc(CCCC(=O)NC3CCCC3)n2)cc1OC	7	-3	5	12	-5	-2.4	2	12	12	0	-17
CC1(C)C(=O)Nc2ccccc2N1C(=O)COC(=O)CCSc1ccccc1	12	3	-1	-6	2	0.1	-17	-6	17	-4	0
Cc1ccc(C(=O)NCCCNC(=O)c2cccnc2)cc1	-8	0	17	-22	-8	1.1	-12	5	0	-7	4

Additional compounds.
SMILES	LMP1 NFkB inh	NOD2 RIPK2 PPI	MC4R antag cAMP	SRC2 inh	NCOA1 inh	MC4R ag barr	NR5A2 inv ag	NCOA3 inh	NR2F2 inh	ABHD5 PLIN5 PPI	TLR9-MyD88 inh
Cc1csc(CN(C)C(=O)CC2C(=O)NCCN2Cc2ccccc2C)n1 (stereo not given)	2	-11	19	12	-3	0.9	-16	-3	-11	-5	-4
COc1ccc2nc(NC(=O)c3cc(C)oc3C)sc2c1	-21	2	5	-56	-86	8.2	-126	-64	-22	2	-4
O=C(NCc1ccon1)C1CCC(=O)N(Cc2cccc(C(F)(F)F)c2)C1 (stereo not given)	-8	-4	10	10	-6	0.7	-14	16	-32	6	-9
CN1CCN(C(=O)c2cc3c(c(-c4cccc(-c5cccnc5)c4)n2)[C@@H](CCO)N(C(=O)CC2CC2)C3)CC1	.	-8	.	16	.	.	-3	.	17	-2	.
CCOc1ccc(Br)cc1C(=O)N/N=C/c1ccc([N+](=O)[O-])cc1	9	-5	3	-3	7	6.7	-4	4	11	-1	-7
c1ccc(-c2ccc(-c3ccccn3)s2)nc1	-37	-11	-4	-66	-146	1.2	-106	-89	-16	-1	-2
Cc1ccc(S(=O)(=O)N/N=C\c2cn(-c3ccccc3)nc2-c2ccccc2)cc1	-17	-9	7	-39	-14	0.2	-15	-7	-2	-8	2
COc1ccc(NC(=O)CN(C)C(=O)CCC2CCCC2)cc1	1	-2	1	-4	-31	-1.2	19	-4	4	-2	13
CC(=O)Nc1nc(C)c(Cc2ccccc2)c(=O)[nH]1	3	-12	16	8	1	0.7	8	-9	-2	5	-6
O=C(c1ccc(CS(=O)Cc2cccc(Cl)c2)o1)N1CCN(c2ccc(F)cc2)CC1 (stereo not given)	3	3	2	23	2	-1.3	10	-13	1	9	3

Continued.
SMILES	LMP1 NFkB inh	NOD2 RIPK2 PPI	MC4R antag cAMP	SRC2 inh	NCOA1 inh	MC4R ag barr	NR5A2 inv ag	NCOA3 inh	NR2F2 inh	ABHD5 PLIN5 PPI	TLR9-MyD88 inh
Cn1ccnc1C1CCCCN1C(=O)c1cc(COc2ccc(F)cc2F)on1 (stereo not given)	-11	-2	-6	-6	2	0.7	10	7	-10	3	-4
Cc1ccc(N2CC(C(=O)Nc3nnc(SCc4cccnc4)s3)CC2=O)cc1 (stereo not given)	4	-9	5	-29	5	-2.0	-16	-18	-5	0	9
COc1ccc(-c2cn(CCC(=O)NCc3ccc(C)cc3)c(CCN)n2)cc1	6	5	9	-3	-14	0.9	9	-8	23	0	-2
CCn1nnc2cc(C(=O)N3CCC(C(=O)OC)CC3)ccc21	4	-2	7	-26	12	-0.9	5	-5	5	0	-8
CN(C)CCNC(=O)c1onc(CSc2ccc(F)cc2)c1C(=O)NCCN(C)C	-3	0	-1	-4	2	3.6	-1	-13	-10	-4	13
COc1ccc(S(=O)(=O)N(CC(=O)N/N=C/c2cccs2)c2ccc(C)cc2)cc1OC	9	1	28	10	2	0.3	8	-9	10	-5	-6
Cn1ncc(Br)c1C(=O)NC1CCCCCC1	-18	-9	3	9	-2	-4.3	-18	1	6	0	3
O=[N+]([O-])c1cccc(C2Nc3cccc4cccc(c34)N2)c1	8	-15	-8	8	-4	-1.5	28	22	15	-6	6
CC1CCCCC1NC(=O)CCS(=O)(=O)c1ccc2c(c1)NC(=O)CO2 (stereo not given)	-7	13	11	3	13	-1.9	-4	-3	6	5	-16
Nc1ccc2nc(CCCCc3nc4ccccc4[nH]3)[nH]c2c1	8	1	2	-17	-5	0.3	-3	-19	19	3	-15

Additional structures follow.
SMILES	LMP1 NFkB inh	NOD2 RIPK2 PPI	MC4R antag cAMP	SRC2 inh	NCOA1 inh	MC4R ag barr	NR5A2 inv ag	NCOA3 inh	NR2F2 inh	ABHD5 PLIN5 PPI	TLR9-MyD88 inh
COc1ccc(CCNC(=O)CCC(=O)n2ncc3cc(C)ccc32)cc1OC	1	6	3	-38	5	0.1	-21	0	8	-11	-10
O=C1C(=NO)C(c2ccccc2)Oc2ccccc21 (stereo not given)	-3	28*	0	-1	12	-1.9	16	2	5	2	12
COc1ccccc1NC(=O)Cn1c([N+](=O)[O-])cnc1C	0	-8	10	-5	-10	-0.3	0	14	-8	-2	0
O=C(NC(=S)NCc1ccccc1)C1CC1	-4	-9	-5	-3	20	-1.9	0	-10	10	7	.
Cc1ccc(CSCC(=O)N2CCCC2)cc1	1	-12	5	-21	-29	1.2	-33	-5	-8	-9	-9
COc1ccc(C2CC(=O)Nc3ccccc3S2(=O)=O)cc1OC (stereo not given)	-10	-8	11	-39	-3	-1.6	5	-9	0	-5	-2
Cc1ccc(/C=N/NC(=O)c2cccs2)s1	-15	-9	-3	-40	-89	-0.2	-164	-83	-43	-9	-1
